Screening results deposited in PubChem BioAssay by Fisher Drug Discovery Resource Center.
mcGAS MS inh = inhibitors of Mus musculus cyclic GMP-AMP synthase, initial high-throughput assay, cell-free, RapidFire MS | recombinant mouse cGAS, cGAMP by RapidFire MS | inhibition, % at 12.5 µM | Q8C6L5 | 0.18% of 130,000 active;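 active means inhibition of cGAS enzyme activity at or above 60%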;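 further: enzyme stimulated by 45 bp dsDNA with ATP and GTP substrates; cGAMP share of summed cGAMP plus half ATP and half GTP signals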
Target sequence (Q8C6L5 whole entry, looked up): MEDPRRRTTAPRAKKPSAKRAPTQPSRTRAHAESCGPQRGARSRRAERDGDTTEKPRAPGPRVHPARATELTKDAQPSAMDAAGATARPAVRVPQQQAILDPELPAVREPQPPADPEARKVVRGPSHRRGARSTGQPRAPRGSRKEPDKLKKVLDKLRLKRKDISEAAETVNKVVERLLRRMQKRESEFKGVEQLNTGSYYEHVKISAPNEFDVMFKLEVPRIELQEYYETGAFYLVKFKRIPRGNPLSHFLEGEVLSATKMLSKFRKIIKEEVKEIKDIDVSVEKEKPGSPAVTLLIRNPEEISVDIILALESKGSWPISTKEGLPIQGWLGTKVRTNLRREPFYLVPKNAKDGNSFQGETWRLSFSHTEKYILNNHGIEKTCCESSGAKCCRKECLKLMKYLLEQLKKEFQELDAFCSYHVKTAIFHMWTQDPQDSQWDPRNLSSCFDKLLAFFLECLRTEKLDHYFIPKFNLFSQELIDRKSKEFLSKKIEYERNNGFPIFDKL
Numbers without * were called inactive; & = joins results of further samples. Not all compounds are listed. The share of hits here may be higher or lower than overall.

SMILES	mcGAS MS inh
CCCn1c(=O)c2c(nc3n2CC(C)CN3C2CCCCC2)n(C)c1=O (centres undefined)	-7
O=C(c1ccccc1)N1CCC(NC2C=CS(=O)(=O)C2)CC1 (centres undefined)	-16
CN(CCC#N)C(=O)CSc1nnc(CCC(N)=O)n1C	-7
CC(=O)Oc1c(/C=C(\C#N)C(N)=O)[nH]c2ccccc12	-10
CC(Sc1n[nH]c(N)n1)c1nnc(-c2ccc(F)cc2)o1 (centres undefined)	-10
O=c1[nH]c2ccc(S(=O)(=O)Nc3ccc4c(c3)OC3(CCCC3)O4)cc2[nH]1	-7
CCC(CC)c1nnc(NC(=O)CN2C(=O)C3C4C=CC(C4)C3C2=O)s1 (centres undefined)	-3
Cc1nnnn1-c1cccc(NC(=O)N2CCC(N3CCCCC3)CC2)c1	0
CCOc1ccc(S(=O)(=O)Cc2cccc(C(N)=O)c2)cc1	-5
COCCn1c(C)c(C(=O)Nc2cccc(Oc3ccccc3)c2)sc1=O	-6
CCOc1ccc(C(O)=C2C(=O)C(=O)N(CCCN(C)C)C2c2ccc(F)cc2)cc1C (centres undefined)	-2
COc1ccc(OC)c(Cc2nnc(CCC(=O)NCc3csc(C(C)C)n3)o2)c1	-7&-5
CC(C)(C)c1ccc(=O)n(CC(=O)c2sccc2Br)n1	-36
CC1=C(c2ccccc2)[N+](=O)C2(CCCC2)N1[O-]	64*
COc1cccc(-c2cn[nH]c2C2CCN(C(=O)c3ccc(C)[nH]c3=O)CC2)c1	-32
CN(Cc1ccc2c(c1)OCCO2)C(=O)Cn1cnc2ccsc2c1=O	7
O=S(=O)(Nn1cc(-c2ccccc2)[nH]c1=S)c1ccc2c(c1)OCCO2	-12
Nc1ccc(NC(=O)NC2CCCCC2)cc1[N+](=O)[O-]	-10
Cc1ccccc1C1CC1C(=O)N1CCCC(C(=O)N2CCCC2)C1 (centres undefined)	-13
CCNc1nc(C(=O)N(C)Cc2ccc(Br)o2)cs1	-1
COc1ccc(C)cc1NC(=O)CN1CC(C(=O)O)CC1=O (centres undefined)	1
COCc1noc(-c2ccc(NCCc3cccnc3)nc2)n1	-7
CCOC(=O)C1(Cc2ccccc2C(F)(F)F)CCN(C(=O)C(=O)c2ccccc2)CC1	-3
Nc1cc(-c2ccc3c(c2)OC[C@@H](N2CCCC2)[C@@H]3O)c2cc[nH]c2n1	10
COc1ccc(OC)c(-c2cc(C(=O)N3CCn4c3nc3ccccc34)n(C)n2)c1	-6
O=C(CCNC(=O)N(Cc1ccccc1F)C1CC1)NC1CCCC1	-7
CC(C)c1cc(Oc2ccccc2F)nc(SCc2ccc([N+](=O)[O-])cc2)n1	1
O=C(NCC1CCNCC1)c1ccc(C2CCNC2)cc1 (centres undefined)	6
CCCC(C(=O)n1nc(C)cc1C)C(NS(=O)(=O)c1ccc(C)cc1)c1ccccc1 (centres undefined)	-13
Cc1cccc(CN(CCN(C)C)C(=O)CCCn2cccn2)c1	-9
CCN(C(=O)Cn1ccnc1-c1cnccn1)C1CC1	-8
CCc1nc(CN(C)C(=O)c2ccc(-c3ccccc3Cl)o2)no1	-9
Cc1ccc(C)c(OCc2n[nH]c(=S)o2)c1	-1
Cc1cc(C(C)C(=O)Nc2ccc(N3CCN(C)CC3)cn2)c(C)o1 (centres undefined)	-8
CN(C=CC(=O)C(F)(F)F)CC(=O)O	0
CN(Cc1cnc(C(C)(C)C)nc1)Cc1nc2ccc(F)cc2[nH]1	-14
CC(C)(CO)N(Cc1cccnc1)C(=O)C(=O)c1ccccc1	-26
O=C(c1cn(CC2CCCNC2)nn1)N1CC=CC1 (centres undefined)	-16
Cc1nn(C)c(C)c1S(=O)(=O)NC(=O)CC1CC2CCC1C2 (centres undefined)	-8
FC(F)(F)c1cc(-c2ccco2)nc(-n2ccnc2)n1	-5
O=C1Nc2ccc(Cl)cc2C1=Cc1ccc(Br)s1	-3
Cc1onc(-c2ccccc2)c1C(=O)Nc1ccccc1F	-4
CC1(C)CC(c2nccn2CCOc2ccccc2)CCO1 (centres undefined)	-6
CC(C)NC(=S)NN=Cc1ccc[nH]1	-11
CCCSc1nc2c(c(-c3ccco3)c1C#N)CCCC2	-20
O=C(NC1CCSc2c(F)cccc21)C1CC(=O)N(CC2CC2)C1 (centres undefined)	-7
COc1ccc(C(=O)n2nc(C(C)(C)C)cc2N)c(OC)c1OC	-8&-8
Cn1nc(C(=O)Nc2ccccc2OC(F)F)c2ccccc2c1=O	-3
Cc1noc(C)c1CSCC(=O)Nc1nccs1	-3
COc1cc(CC2(CCC(=O)N(C)Cc3n[nH]c4c3CCCC4)CCC(=O)N2)ccc1F (centres undefined)	-7
CCN(CC)C(=O)c1scc2c1OCCO2	-28
COc1ccc(C)cc1C(C)NCc1c(Cl)nc2ccccn12 (centres undefined)	9
CN(Cc1ccccc1)C(=O)c1nc2ccccn2c1CNCc1ccc(F)cc1F	-5
CC(=O)Nc1ccc2nc(CN3CCCC(N(C)CCc4ccccc4)C3)ccc2c1 (centres undefined)	5
Nc1nc(NC2CC2)c2ncn(C3C=C[C@@H](CO)C3)c2n1 (some centres undefined)	-1
C=C(C)COc1ccc(C(=O)N2[C@@H]3CC[C@H]2CC(O)C3)cc1 (some centres undefined)	-20
O=C(O)c1csc(COc2cccc(Cl)c2)n1	-3
CC(=O)NC(C(=O)N1CCN(S(=O)(=O)c2ccc(C(C)C)cc2)CC1)C(C)C (centres undefined)	-5
Fc1ccc(CNCC2CCCO2)cc1 (centres undefined)	-13
COc1coc(C(=O)NCCC(c2ccccc2)c2ccccc2)cc1=O	-5
Other entries follow.
SMILES	mcGAS MS inh
CCN(CCCn1cncn1)CC(=O)Nc1c(Cl)cccc1Cl	-15
O=S1(=O)CCN(c2nccc(CCC(F)(F)F)n2)CC1	-10
O=C1c2cccc3c(C#Cc4ccccc4)ccc(c23)C(=O)N1c1ccccc1	-1
CC1CNC(=O)CCN1C(=O)CC12CC3CC(CC(C3)C1)C2 (centres undefined)	-5
O=S1(=O)C[C@H](Cl)[C@@H](Cl)C1	-1
Cc1ccccc1CN(C)c1nc(CN2CCOCC2)nc2sc3c(c12)CCC3	-1
Cc1cc(C)n(Cc2ccc(C(=O)N3CC(n4nc(C)cc4C)C3)cc2)n1	-41
O=C(Nc1nc2c(s1)CCCCCC2)c1ccc(-n2cc[nH]c2=S)cc1	-38
CC(NC(=O)CSc1nnc(-c2ccco2)n1C)c1ccc(F)cc1 (centres undefined)	-4
O=c1c2sccc2n(Cc2cc(=O)n3ccccc3n2)c(=O)n1-c1cc(F)ccc1F	-7
CC(C)Cc1cc(C(=O)N2CCNC(=O)C2C(C)C)nc(N)n1 (centres undefined)	-5
Cc1ccccc1Cn1c(C)n[nH]c1=O	-8
Cc1csc(Sc2ccc(NC(=O)C(C)NC(=O)c3ccco3)c(C)c2)n1 (centres undefined)	-10
Cc1cccn(C(=O)c2nc(Cl)ccc2Cl)c1=NC1CCCCC1	-30
Cc1ccn2c(=O)c(NC(=O)C3CCCCC3)c(C)nc2c1	-15
CC1CCCCC12NC(=O)N(CC(=O)NC1CCCC1)C2=O (centres undefined)	-5
CC(=O)NCCn1cnc(-c2ccccc2)c1-c1nc2ccccc2n1C	-21
COCCNC(=O)CCC1CCN(C(=O)Nc2ccccc2SC)CC1	-3
Cc1nc2n(n1)C(=O)C(C(c1ccc(C(C)C)cc1)N1CCCC(C)C1)S2 (centres undefined)	-7
Cc1ccc(CN(C)Cc2cnc(N3CCOCC3)s2)o1	-16

5 structures out of the list, sorted by SMILES length, lowest first:
SMILES	mcGAS MS inh
O=S1(=O)C[C@H](Cl)[C@@H](Cl)C1	-1
Cc1ccc(CN(C)Cc2cnc(N3CCOCC3)s2)o1	-16
Cc1ccn2c(=O)c(NC(=O)C3CCCCC3)c(C)nc2c1	-15
Cc1nc2n(n1)C(=O)C(C(c1ccc(C(C)C)cc1)N1CCCC(C)C1)S2 (centres undefined)	-7
O=c1c2sccc2n(Cc2cc(=O)n3ccccc3n2)c(=O)n1-c1cc(F)ccc1F	-7

Next section
SMILES	mcGAS MS inh
CCCc1nc(C)cc(N(C)Cc2ncc[nH]2)n1	-8
Cc1ccc(NC(=O)CN2CCCC2C(=O)N(C)C)cc1C (centres undefined)	-1
CC(=O)C(C)n1c(=O)c2c(nc3n(-c4ccc(F)cc4)c(C)c(C)n23)n(C)c1=O (centres undefined)	-3
NCCn1ncc2c(N3CCOCC3)ncnc21	-3
N#Cc1ccc(C(=O)OCc2ccc(F)cc2Cl)cc1	1
COCCN(Cc1cnn(C)c1)C(=O)c1cccc(C(F)(F)F)c1	-15
CCC(C)n1c(C)c(C)n2c3c(=O)n(CC(C)=O)c(=O)n(C)c3nc12 (centres undefined)	4
CCc1ccccc1N(CC(=O)N/N=C\c1sccc1C)S(=O)(=O)c1ccccc1	-5
O=[N+]([O-])c1ccc(N2N=C(c3ccccc3)CC2c2ccc(F)cc2)cc1 (centres undefined)	-4
COc1ccc(-c2c(C#N)c(OCC(C)=O)nc3c2c(C)nn3-c2ccccc2)cc1	-1
Cc1ccc(CN2CCN(Cc3ccncc3)CC2CCO)cc1 (centres undefined)	9
CC(c1ccccc1)n1cnnc1CCc1ccccc1 (centres undefined)	-7
COc1c(Cl)cc(Cl)cc1CN1CC[C@@H](N)[C@@H](OC)C1	-11
COc1ccccc1-c1noc(CCCC(=O)Nc2ccc(C(=O)N3CCCCC3)cc2)n1	-29
O=C(NC1CCCc2occc21)c1nc(C2CC2)n(-c2ccccc2Cl)n1 (centres undefined)	1
CCOC(=O)Cn1c(=O)c2c(nc3n2CCCN3c2cccc(C)c2C)n(C)c1=O	-5
COc1cc(OC)cc(OCc2ncc(-c3ccccc3)o2)c1	-1
CCNC(=O)C(C)NS(=O)(=O)c1ccc(F)c(C#N)c1 (centres undefined)	2
Cc1cc(C)c2nc(SC(C)C#N)cc(C)c2c1 (centres undefined)	0&7
COCC(=O)Nc1cc(-c2cccs2)nn1-c1nc(C)cc(=O)[nH]1	4
Cc1ccc(NC(=O)NCC2CCN(Cc3cccc(O)c3)C2)cc1 (centres undefined)	-7
COc1ccc(CNC(=O)C2CCN(c3ccc(C(F)(F)F)cc3[N+](=O)[O-])CC2)cc1	-3
C[C@H]1[C@H](n2cnnc2)C[C@@H]2C[C@H]1C2(C)C	-5
N#Cc1ccccc1CSc1nnnn1C1CC1	-9
Cc1cc(=O)n2nc(CN3CCN(C4CCS(=O)(=O)C4)CC3)sc2n1 (centres undefined)	3
COCn1ccnc1C(O)(c1ccc(Cl)cc1)c1ccc(C(C)(C)C)cc1 (centres undefined)	1
Cc1c(C(=O)N2[C@H]3CCNC[C@@H]2CC3)c2cc(O)ccc2n1C	-13
CC1(C(=O)NS(=O)(=O)c2ccccc2Cl)CCN1C(=O)Cc1ccc(-c2ccccc2)cc1 (centres undefined)	-9
Cn1c(N)c(N2CCCCC2)c(=O)n(CC(=O)NC(c2ccccc2)c2ccccc2)c1=O	-2
CCn1c(C)cc(O)c(C(c2cccc(F)c2)N2CCN(C)CC2)c1=O (centres undefined)	-7
COc1ccc(CC(=O)NNc2ncc(C(F)(F)F)cc2Cl)cc1OC	0
Cc1c(N)cccc1-c1nc2ccc(F)cc2n1C1CC1	-3
O=C(COC(=O)C=Cc1cccs1)NC(=O)NC1CCCC1	5
Cc1cc(C)c(S(=O)(=O)N2CCN(C(=O)c3ccc(-c4ccc([N+](=O)[O-])cc4)o3)CC2)c(C)c1	-13
CC(C)COc1cncc(NCC(C)CCO)n1 (centres undefined)	-5
O=S1(=O)Cc2cc(Br)cc(Br)c2O1	-9
O=C(NCC1CCCN(Cc2cnn(-c3ccccc3Cl)c2)C1)c1cccs1 (centres undefined)	-4
CC(C)(C)c1nnc2sc(SCC(=O)c3ccc4c(c3)NC(=O)CO4)nn2c1=O	2
O=C(CC1CCCCN1S(=O)(=O)c1ccccc1)Nc1ncccn1 (centres undefined)	18
Cc1ccoc1C(=O)Nc1ccc(S(=O)(=O)NC2CCS(=O)(=O)C2)cc1 (centres undefined)	-2

Shown in markdown: entries from further up.
| SMILES | mcGAS MS inh |
| --- | --- |
| Cc1cc(=O)n2nc(CN3CCN(C4CCS(=O)(=O)C4)CC3)sc2n1 (centres undefined) | 3 |
| O=S1(=O)Cc2cc(Br)cc(Br)c2O1 | -9 |
| CC1(C(=O)NS(=O)(=O)c2ccccc2Cl)CCN1C(=O)Cc1ccc(-c2ccccc2)cc1 (centres undefined) | -9 |
| CCn1c(C)cc(O)c(C(c2cccc(F)c2)N2CCN(C)CC2)c1=O (centres undefined) | -7 |
| Cc1cc(C)c(S(=O)(=O)N2CCN(C(=O)c3ccc(-c4ccc([N+](=O)[O-])cc4)o3)CC2)c(C)c1 | -13 |
| C[C@H]1[C@H](n2cnnc2)C[C@@H]2C[C@H]1C2(C)C | -5 |
| O=C(CC1CCCCN1S(=O)(=O)c1ccccc1)Nc1ncccn1 (centres undefined) | 18 |

Next section
SMILES	mcGAS MS inh
Cc1cc(C(C)NC(=O)c2sccc2C2CC2)c(C)s1 (centres undefined)	-5
CCCn1c(C)cn2c3c(=O)n(C)c(=O)n(C)c3nc12	-2
CCC(CN)Sc1cc(Cl)ccc1Cl (centres undefined)	-8
C/C(N)=C(/C#N)C(=O)CSc1nnc(-c2cccc(C)c2)n1C	-7
Cn1c(=O)[nH]c(=O)c2c1nc(N1CCOCC1)n2Cc1ccccc1Cl	-3
O=C(Nn1ccc2c(nnc3c(-c4ccc(Cl)cc4)cnn32)c1=O)c1ccncc1	-4
NC(=S)Nc1ccc2c(c1)OCCO2	-9
c1nc(NCC2CNCCOC2)c2[nH]cnc2n1 (centres undefined)	-22
CCCCn1c(N)c(N(CC)C(=O)CC(C)C)c(=O)[nH]c1=O	-3
Cn1cc(/C=C2/CSc3c(Cl)cccc3C2=O)c(=O)n(C)c1=O	0
Cc1cc(C(=O)NC2CCN(C(=O)c3cc4c(s3)CCC4)CC2)on1	5
CCNC(=O)N1CCCC(OCc2cccc(OC)c2)C1 (centres undefined)	-6
FCCCN1CCCC(CCc2ccccc2F)C1 (centres undefined)	-32
COC(=O)c1sccc1S(=O)(=O)Nc1cc(Cl)cc(Cl)c1	-8
Clc1cc2c(cc1NCc1nc(C3CC3)no1)OCCO2	-21
